tim10-1 inh – tim10-1 yeast growth inhibition | S. cerevisiae tim10-1 ts strain growth, BacTiter-Glo, 24 h | inhibition, % at 20 µM | 330,000 compounds, 2.2% hits | AID 463190;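 active means inhibition of at least 40%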;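 further: mutant grown at 25 °C; 0% = DMSO wells with yeast and 100% = wells holding no yeast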
CXCR6 inh – inhibitors of human CXCR6 receptor; O00574; CHO-K1 PathHunter CXCR6 beta-arrestin, luminescence; inhibition, % at 20 µM; 360,000 compounds, 0.36% hits; AID 602244; in the data active means inhibition above about 34%, passing the limit was not always enough;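 further: antagonist mode with CXCL16 agonist at 10 nM final; 0% = 10 nM CXCL16 with DMSO and 100% = unstimulated wells without agonist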
APJ antag – antagonists of human APJ apelin receptor | P35414 | CHO-K1 APJ beta-arrestin complementation, luminescence | inhibition, % at 20 µM | 330,000 compounds, 0.32% hits | AID 2521;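 active means inhibition above about 40% at 20 µM, limit read from the data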;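 further: cells challenged with 10 nM apelin-13 agonist together with compound; plate controls were apelin-13 plus DMSO wells for no effect and DMSO wells lacking apelin-13 for full effect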
CHOP UPR activ – apoptotic UPR (CHOP) activation. activation, % at 10 µM. 330,000 compounds, 0.34% hits. CHO-CHOP luciferase reporter, luminescence; percent of tunicamycin response over DMSO baseline. AID 449763;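 active means at 10 µM dose, activation of 40% or more, normalized to positive control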;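 further: 100% = tunicamycin at 10 µg/mL and 0% = DMSO alone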
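Test system: CHO-CHOP cells, stable luciferase reporter of PERK-eIF2a-CHOP signalling | Quantity: 500 CHO-CHOP cells per well | Buffer or medium: F12 plus 10% serum | Compound dosing: 10 µM single point, 0.5% DMSO | Schedule: 6 h compound treatment, 37 °C | Signal: Luciferase luminescence | Control set: Tunicamycin high control, DMSO low control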
TIM10 inh – TIM10 yeast growth inhibition. inhibition, % at 10 µM. 330,000 compounds, 1.4% hits. S. cerevisiae TIM10 strain growth, BacTiter-Glo luminescence, 24 h;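 active means inhibition of 40% or more at the single tested concentration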;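 further: wild-type TIM10 isogenic control strain grown at permissive 25 °C; 0% = DMSO yeast wells and 100% = minimal medium wells without yeast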
Mdm2-MdmX inh – inhibitors of human Mdm2/MdmX interaction; 330,000 compounds, 3% hits; SaOS-2 split-luciferase Mdm2/MdmX complementation, luminescence; inhibition, % at 8 µM; AID 485346;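 active means inhibition of at least 50% at 8 µM in the primary screen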
Target sequence (O15151 whole entry, looked up): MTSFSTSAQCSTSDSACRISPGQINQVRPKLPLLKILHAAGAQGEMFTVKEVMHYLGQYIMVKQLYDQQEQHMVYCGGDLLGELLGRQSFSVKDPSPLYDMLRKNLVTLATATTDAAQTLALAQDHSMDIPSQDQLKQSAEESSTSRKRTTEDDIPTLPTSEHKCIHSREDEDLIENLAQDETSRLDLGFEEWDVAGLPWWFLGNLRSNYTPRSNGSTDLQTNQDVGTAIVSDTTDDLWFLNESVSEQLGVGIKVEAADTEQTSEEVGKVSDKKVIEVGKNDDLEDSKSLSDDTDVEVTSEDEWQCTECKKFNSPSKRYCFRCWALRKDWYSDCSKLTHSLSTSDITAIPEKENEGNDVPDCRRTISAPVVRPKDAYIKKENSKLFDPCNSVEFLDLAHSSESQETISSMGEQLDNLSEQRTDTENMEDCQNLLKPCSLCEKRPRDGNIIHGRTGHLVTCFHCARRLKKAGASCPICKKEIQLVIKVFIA
Target sequence (Q00987 whole entry, looked up): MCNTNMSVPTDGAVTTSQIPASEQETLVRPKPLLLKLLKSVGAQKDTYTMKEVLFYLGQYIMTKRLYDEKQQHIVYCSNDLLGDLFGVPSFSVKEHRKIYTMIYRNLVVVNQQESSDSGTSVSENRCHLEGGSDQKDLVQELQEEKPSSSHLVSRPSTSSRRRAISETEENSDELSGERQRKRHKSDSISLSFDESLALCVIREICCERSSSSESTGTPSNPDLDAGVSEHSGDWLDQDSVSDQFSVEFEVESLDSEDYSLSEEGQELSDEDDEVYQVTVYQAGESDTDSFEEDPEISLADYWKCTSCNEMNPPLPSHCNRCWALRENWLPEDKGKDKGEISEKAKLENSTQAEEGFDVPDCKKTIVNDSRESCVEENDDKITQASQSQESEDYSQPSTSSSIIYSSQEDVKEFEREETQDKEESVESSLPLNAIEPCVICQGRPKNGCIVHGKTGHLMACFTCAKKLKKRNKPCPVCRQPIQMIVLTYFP
tim23-1 inh – growth inhibitors of tim23-1 mutant yeast | S. cerevisiae tim23-1 growth, BacTiter-Glo luminescence, 24 h | inhibition, % at 20 µM | 330,000 compounds, 1.3% hits | AID 463212;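 active means growth inhibition of the mutant yeast at or above 50%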;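 further: temperature-sensitive mutant grown at 25 °C; plate controls were DMSO-treated mutant yeast for no effect and medium wells lacking yeast for full effect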
XBP1 UPR activ – activators of adaptive arm of unfolded protein response (XBP1). CHO-XBP1 luciferase reporter, IRE1-XBP1 UPR activation, luminescence; percent of tunicamycin response, DMSO as zero. activation, % at 20 µM. 330,000 compounds, 0.33% hits. AID 463104;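 active means versus positive control, 20 µM dose yields 30% or more activation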;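 further: 100% = tunicamycin at 10 µg/mL and 0% = DMSO only wells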
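Material: CHO-XBP1 cells stably carrying IRE1-XBP1-driven luciferase reporter | Medium: F12 with 10% serum | Compound dosing: 20 µM single concentration, DMSO 1% | Incubation: Overnight seeding at 37 °C, 6 h compound treatment at 37 °C | Detection: Steady-Glo luminescence read | Read-out basis: % activation of reporter signal versus tunicamycin and DMSO controls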
APJ ag – APJ receptor agonism; 330,000 compounds, 0.11% hits; activation, % at 20 µM; AID 2520; CHO-K1 APJ PathHunter beta-arrestin, luminescence; 0% DMSO wells, 100% apelin;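 active means activation more than six SD over the plate average, tested at 20 µM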;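 further: 0% = DMSO alone and 100% = apelin-13 at 10 nM; some results filed as inactive read as strong as hits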
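Test system: CHO-K1 APJ beta-arrestin complementation cell line | Compound: Single test compound dose, 20 µM final, 1% DMSO | Incubation: Compound 90 min 25 °C, reagent 1 h | Measured by: beta-gal luminescence | Read-out basis: APJ–arrestin association signal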
* hit, by the source's call. The list is partial; the hit share may differ from the screen's.

[1] CCc1ccc(N(C(=O)c2csnn2)C(C(=O)NC2CCCC2)c2cccnc2)cc1 (stereo not given)
[2] CC(NC(=O)c1ccc(=O)oc1)c1ccccc1 (stereo not given)
[3] Cc1cccc(C(=O)NCC2CCN(C(=O)c3cccc(C)c3)CC2)c1
[4] COc1cc(/C=C(\C#N)c2nc3c(s2)CC(C)CC3)ccc1O (stereo not given)
[5] Cc1ccc(C)c(N2CCN(C(=O)Cc3cn(C)c4ccccc34)CC2)c1
entry no.,1,2,3,4,5
tim10-1 inh,19,1,-7,35,32
CXCR6 inh,5,-28,6,23,-7
APJ antag,12,17,14,41*,-2
CHOP UPR activ,-1.2,-1.4,0.2,4.0,0.6
TIM10 inh,0,-5,0,33,3
Mdm2-MdmX inh,3,20,-12,-156,18
tim23-1 inh,18,4,1,38,31
XBP1 UPR activ,-6,-1,-7,2,-2
APJ ag,-1,-5,-3,-8,2

[6] CCC(C)(C)n1nnnc1CN(Cc1cccs1)Cc1cc2cc(OC)ccc2[nH]c1=O
[7] Cc1ccc(Oc2ccc(NC(=O)CSc3n[nH]c(N)n3)cc2)cc1
[8] N#Cc1cc([N+](=O)[O-])ccc1NC(=O)COC(=O)c1cnccn1
[9] O=C(CCn1nc(-c2ccccc2)ccc1=O)N1CCCC1
[10] CCN(CC)C(=O)CSc1nnc(-c2cccs2)n1Cc1ccco1
entry no.,6,7,8,9,10
tim10-1 inh,12,16,-9,8,18
CXCR6 inh,-1,7,-8,-5,0
APJ antag,-10,7,-6,-14,-2
CHOP UPR activ,-0.8,1.2,-0.2,3.0,3.1
TIM10 inh,14,14,-6,-16,16
Mdm2-MdmX inh,7,17,13,-26,-17
tim23-1 inh,23,0,0,5,12
XBP1 UPR activ,-5,3,0,3,-3
APJ ag,4,-2,-4,-2,-3

[11] Cc1cc(N2CCOCC2)nc2cc(O)ccc12
[12] CCC(C)(C(=O)NC1CCCCC1)N(CC1CCCO1)C(=O)CNC(=O)c1ccccc1 (stereo not given)
[13] CC(=O)N/C(=N\c1nc(C)cc(C)n1)Nc1ccccc1Cl
[14] O=c1oc2cc(O)ccc2c2c1CCCC2
[15] COc1cccc(N2CCN(Cc3nnnn3C3CCCCC3)CC2)c1
entry no.,11,12,13,14,15
tim10-1 inh,-24,5,34,-11,40
CXCR6 inh,-7,3,-5,-7,3
APJ antag,-41,-19,-11,7,-6
CHOP UPR activ,6.6,-0.3,0.9,-3.4,1.2
TIM10 inh,12,4,11,3,9
Mdm2-MdmX inh,-41,29,-14,-21,8
tim23-1 inh,-13,1,22,13,23
XBP1 UPR activ,2,0,-5,-1,-3
APJ ag,0,3,-3,-2,-5

[16] COc1cccc(-c2nn(-c3ccccc3)cc2/C=C\C(=O)c2cccs2)c1
[17] COc1ccc(NS(=O)(=O)c2ccc3c(c2)NC(=O)CCS3)cc1Cl
[18] CCCCNC(=O)C1CCCN1S(=O)(=O)c1cccc2nsnc12 (stereo not given)
[19] COc1cc2ncnc(NCc3cccs3)c2cc1OC
[20] Cc1c(C)c2ccc(OCC(=O)Nc3ccccn3)c(C)c2oc1=O
entry no.,16,17,18,19,20
tim10-1 inh,22,-8,1,-7,6
CXCR6 inh,11,-9,-7,0,-11
APJ antag,10,-1,5,-16,9
CHOP UPR activ,6.1,-0.7,0.4,-0.2,-11
TIM10 inh,26,1,-7,-7,-1
Mdm2-MdmX inh,33,23,18,17,88*
tim23-1 inh,17,16,1,1,14
XBP1 UPR activ,-4,-8,-1,1,-12
APJ ag,-2,-3,-2,0,-1

[21] O=C(O)C1CCN(C(=O)Cc2ccccc2)CC1
[22] CCN(CC)C(=O)C1CCCN(c2ccc([N+](=O)[O-])cc2/C=N/NC(=O)c2cccc(O)c2)C1 (stereo not given)
[23] COc1ccc(-c2noc(-c3ccccc3F)n2)cc1
[24] CC(C)CCN=CC1=C(O)CC(c2ccccc2)CC1=O (stereo not given)
[25] COc1cc(C(O)P(=O)(OC(C)C)OC(C)C)cc(OC)c1OC (stereo not given)
entry no.,21,22,23,24,25
tim10-1 inh,4,13,3,18,-10
CXCR6 inh,-6,21,3,1,-1
APJ antag,-7,25,-19,-1,9
CHOP UPR activ,1.0,-3.7,-2.0,0.6,4.2
TIM10 inh,-7,14,9,15,-3
Mdm2-MdmX inh,0,23,-248,5,-4
tim23-1 inh,-9,11,-6,16,12
XBP1 UPR activ,0,-6,-4,3,-1
APJ ag,-2,-4,-1,-3,0

[26] CNC(=O)C1CC(=O)N/C(=N/N=C(\C)c2cccs2)S1 (stereo not given)
[27] Cc1ccc(C(=O)N2CCN(c3ccc(C(F)(F)F)cn3)CC2)c(C)c1
[28] COc1cc(/C=N/N=C2/NC(=O)C(CC(=O)O)S2)ccc1OCc1ccc(Cl)cc1 (stereo not given)
[29] COc1ccc(CCNC(=O)CCCCn2c(=O)[nH]c3ccccc3c2=O)cc1OC
[30] O=C(COc1ccc(S(=O)(=O)N2CCCC2)cc1Cl)NC1CCCC1
entry no.,26,27,28,29,30
tim10-1 inh,2,44*,12,11,15
CXCR6 inh,-4,6,2,-2,0
APJ antag,-19,-13,-1,-5,9
CHOP UPR activ,-0.1,1.2,2.3,-1.6,-0.2
TIM10 inh,9,20,15,30,10
Mdm2-MdmX inh,-6,16,-151,-30,17
tim23-1 inh,4,49,29,-34,14
XBP1 UPR activ,1,-3,3,-1,-1
APJ ag,0,2,4,0,-4

An excerpt from above, reduced to APJ ag and Mdm2-MdmX inh.
nr | Compound | APJ ag | Mdm2-MdmX inh
28 | COc1cc(/C=N/N=C2/NC(=O)C(CC(=O)O)S2)ccc1OCc1ccc(Cl)cc1 (stereo not given) | 4 | -151
27 | Cc1ccc(C(=O)N2CCN(c3ccc(C(F)(F)F)cn3)CC2)c(C)c1 | 2 | 16

From no. 27 up to 29, as listed above:
[27] Cc1ccc(C(=O)N2CCN(c3ccc(C(F)(F)F)cn3)CC2)c(C)c1
[28] COc1cc(/C=N/N=C2/NC(=O)C(CC(=O)O)S2)ccc1OCc1ccc(Cl)cc1 (stereo not given)
[29] COc1ccc(CCNC(=O)CCCCn2c(=O)[nH]c3ccccc3c2=O)cc1OC
entry no.,27,28,29
tim10-1 inh,44*,12,11
CXCR6 inh,6,2,-2
APJ antag,-13,-1,-5
CHOP UPR activ,1.2,2.3,-1.6
TIM10 inh,20,15,30
Mdm2-MdmX inh,16,-151,-30
tim23-1 inh,49,29,-34
XBP1 UPR activ,-3,3,-1
APJ ag,2,4,0

Later entries:
[31] COCCCNC(=S)NCCNc1nc2cc(C)cc(C)c2cc1C#N
[32] CC(=O)c1ccc(Oc2cc(C(F)(F)F)cnc2C(N)=O)cc1
[33] CCn1c(SCC(=O)NC(C)(C)C)nnc1-c1ccncc1
[34] COc1ccc(NC2=CC(c3ccc(OC)cc3)N(c3ccc(OC)cc3)C2=O)cc1 (stereo not given)
[35] Cc1ccc(NC(=O)Cc2c(F)cccc2Cl)cc1S(=O)(=O)N1CCOCC1
entry no.,31,32,33,34,35
tim10-1 inh,13,-4,0,6,18
CXCR6 inh,-2,-4,0,4,2
APJ antag,17,-4,5,4,8
CHOP UPR activ,0.2,0.3,-0.4,-2.6,0.8
TIM10 inh,20,6,-8,8,2
Mdm2-MdmX inh,19,-5,2,-1,4
tim23-1 inh,16,-3,1,5,17
XBP1 UPR activ,7,-3,2,3,2
APJ ag,-3,-3,-2,-2,-4

[36] O=C(NCCc1ccccc1)C1CCN(c2nc3ccccc3o2)CC1
[37] Cc1ccc(C(O)c2ccncc2)cc1 (stereo not given)
[38] CN1CCN(c2nc(-c3ccc(Cl)cc3)cc(=O)[nH]2)CC1
[39] CC(C)CNC(=S)Nc1ccc(F)cc1
[40] Nn1cnnc1SCC(=O)Nc1ccc2c(c1)OCCO2
entry no.,36,37,38,39,40
tim10-1 inh,26,3,7,0,5
CXCR6 inh,4,-1,-8,-2,1
APJ antag,-7,-6,4,4,10
CHOP UPR activ,0.9,0.3,1.2,-0.8,-1.9
TIM10 inh,0,0,0,8,19
Mdm2-MdmX inh,21,-14,25,20,22
tim23-1 inh,19,11,7,-1,22
XBP1 UPR activ,-1,0,-1,-3,-4
APJ ag,-1,0,-1,-5,-1

[41] CCCOc1ccc(/C=C2\SC(=S)N(CC3CCCO3)C2=O)cc1 (stereo not given)
[42] O=C(CCc1c[nH]c2ccccc12)NCc1ccc2c(c1)OCO2
[43] CC1CC(C)CN(C(=O)c2cccc(S(=O)(=O)N3c4ccccc4CC3C)c2)C1 (stereo not given)
[44] C/C(=N/NC(=O)CN1CCN(Cc2ccccc2Cl)CC1)c1cccnc1
[45] COC(=O)C1SCC2C(=O)N(Cc3ccc(Cl)c(Cl)c3)CC(=O)N21 (stereo not given)
entry no.,41,42,43,44,45
tim10-1 inh,-2,-2,38,-8,-17
CXCR6 inh,7,-7,0,-5,10
APJ antag,-8,10,1,-14,-16
CHOP UPR activ,-0.1,10,0.5,-0.2,-1.6
TIM10 inh,-14,5,5,-5,-45
Mdm2-MdmX inh,-19,24,26,-2,-17
tim23-1 inh,10,5,41,12,-47
XBP1 UPR activ,2,-1,-3,-4,-2
APJ ag,1,-2,-3,3,-1

[46] CC1CCN(c2ccc(NC(=O)c3ccc(Br)o3)cc2)CC1
[47] CC(=O)Nc1cccc(NC(=S)Nc2cccc3ccccc23)c1
[48] Cc1ccccc1OCCC(=O)OCC(=O)NC(=O)c1ccccc1
[49] Cc1occc1-c1nnc(SCC(=O)N2CC(=O)Nc3ccccc32)n1CC(C)C
[50] Cc1nn(-c2ccccc2)c(C)c1NC(=O)COc1ccc(C#N)cc1
entry no.,46,47,48,49,50
tim10-1 inh,18,34,13,0,-8
CXCR6 inh,-4,-17,5,-5,-12
APJ antag,0,-55,-7,4,2
CHOP UPR activ,4.4,5.5,0.4,-2.1,2.4
TIM10 inh,13,9,10,-5,1
Mdm2-MdmX inh,-219,15,-2,2,-3
tim23-1 inh,21,13,20,9,8
XBP1 UPR activ,-3,3,2,-2,-5
APJ ag,2,13,-2,-3,-1

[51] CC1(C)Cc2c(sc(NC(=O)C(=O)N3CCCCC3)c2C(N)=O)CO1
[52] COC(=O)C1=C(SC)N(c2ccc(OC)cc2)C(c2ccccc2)CC1=O (stereo not given)
[53] CCCC(=O)c1cc2c(cc1NC(=O)CC)OCCO2
[54] COc1ccc(OCc2cc(-c3ccc(Cl)cc3)no2)cc1
[55] C=CCC(O)c1c(-c2ccccc2)nn(C)c1Cl (stereo not given)
[56] COc1ccccc1CC(=O)N1CCN(c2cccc(Cl)c2)CC1
[57] Cc1cccc(-n2c(=O)c3c4c(sc3n3c(=S)[nH]nc23)CCC4)c1
entry no.,51,52,53,54,55,56,57
tim10-1 inh,-5,20,22,-6,10,-2,-14
CXCR6 inh,0,6,-7,-3,-3,6,-3
APJ antag,-6,10,9,-19,-6,-35,-18
CHOP UPR activ,-1.8,-0.4,-0.7,-2.1,0.3,-2.8,0.7
TIM10 inh,-4,8,1,-4,3,12,0
Mdm2-MdmX inh,8,11,8,-18,1,11,11
tim23-1 inh,-6,15,8,-1,-1,28,8
XBP1 UPR activ,-5,2,1,-3,-1,-6,-2
APJ ag,-2,1,-2,-2,-3,4,-1

Compound activity: PubChem, Sanford-Burnham Center for Chemical Genomics
